E-sel inducer: E-selectin induction in HUVECs, primary screen, imaging, HUVEC, immunofluorescence imaging, single point; normalized: neutral wells 0, TNF-alpha wells 100; activation, % at 7.58 µM; 0.37% of 260,000 active;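 active means mean E-selectin-positive cell signal at least 10% of the positive control, reached in at least 60% of replicates, without over 20% cell loss; inconclusive means no rule given, readout overlaps actives, possibly toxicity-flagged; inactive means the rest, including those meeting only one limit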;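 further: in these data hits start at about 27%; measured in HUVEC primary endothelial cells; signal is the percent of cells scored E-selectin positive by PE staining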
Target sequence (P16581 whole entry, looked up): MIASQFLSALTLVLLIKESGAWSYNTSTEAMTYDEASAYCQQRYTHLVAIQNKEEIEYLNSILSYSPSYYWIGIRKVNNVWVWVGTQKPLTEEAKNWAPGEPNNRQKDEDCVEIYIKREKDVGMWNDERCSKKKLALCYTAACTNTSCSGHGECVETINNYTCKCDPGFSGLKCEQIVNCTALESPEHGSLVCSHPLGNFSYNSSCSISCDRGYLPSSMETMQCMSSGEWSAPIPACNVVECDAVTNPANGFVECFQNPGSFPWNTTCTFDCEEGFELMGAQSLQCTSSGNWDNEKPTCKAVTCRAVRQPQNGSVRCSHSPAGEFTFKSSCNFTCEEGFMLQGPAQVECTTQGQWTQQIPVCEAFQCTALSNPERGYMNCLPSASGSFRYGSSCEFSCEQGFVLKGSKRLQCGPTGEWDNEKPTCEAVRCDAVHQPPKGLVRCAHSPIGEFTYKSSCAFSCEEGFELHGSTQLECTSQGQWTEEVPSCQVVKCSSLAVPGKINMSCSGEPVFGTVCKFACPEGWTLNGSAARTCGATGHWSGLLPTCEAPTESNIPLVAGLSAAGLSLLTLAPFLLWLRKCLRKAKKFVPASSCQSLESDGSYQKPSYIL
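System: HUVEC, human umbilical vein endothelial cells; quantity: 3,000 cells/well; buffer or medium: EGM-2 medium, gelatin-coated wells; dosing: single-point compound dose; detection: immunofluorescence imaging; evaluation: % PE-positive cells; benchmarks: TNF-alpha, DMSO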
SIRT5 inh: SIRT5 desuccinylase inhibitors, primary screen, biochemical, fluorescence imaging, single point, set 5 | Purified SirT5, succinyl-peptide AMC, trypsin-coupled fluorescence | inhibition, % at 15 µM | 1.1% of 330,000 active; in the data active means inhibition above about 15%; inconclusive means no clear call, values can overlap the other calls
Target sequence (Q9NXA8 whole entry, looked up): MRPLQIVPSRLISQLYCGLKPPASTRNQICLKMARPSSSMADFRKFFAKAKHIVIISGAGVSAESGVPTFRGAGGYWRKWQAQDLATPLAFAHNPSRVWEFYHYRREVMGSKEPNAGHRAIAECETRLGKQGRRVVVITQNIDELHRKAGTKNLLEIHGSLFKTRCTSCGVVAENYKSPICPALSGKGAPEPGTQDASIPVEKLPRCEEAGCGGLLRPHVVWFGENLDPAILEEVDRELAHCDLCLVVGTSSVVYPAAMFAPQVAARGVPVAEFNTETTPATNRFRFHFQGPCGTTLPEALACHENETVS
DENV2 CPE: inhibitors of DENV2 cytopathic effect, primary screen, cell-based, plate reader, single concentration | DENV2-infected cells, cytopathic effect rescue | CPE inhibition, % at 9.99 µM | 1.7% of 350,000 active; in the data active means CPE inhibition above about 20%, passing the limit was not always enough; inconclusive means no clear call, values can overlap the other calls; tested in BHK-21 cells;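 further: 0% = median of neutral control wells and 100% = median of positive control wells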
S100A4 inh HTS: inhibitors of S100A4-myosin IIA peptide binding, primary screen, biochemical, fluorescence polarization, TAMRA-MyoIIA peptide; Protein S100-A4 (Homo sapiens), P26447; inhibition, % at 10.7 µM; 0.14% of 360,000 active; AID 652163, 2013;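 active means mean inhibition of at least 70% across replicates, with every replicate also reaching that level; inconclusive means mean inhibition reaches 70% but some replicates fall short; inactive means mean inhibition below 70%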
Target sequence (P26447 whole entry, looked up): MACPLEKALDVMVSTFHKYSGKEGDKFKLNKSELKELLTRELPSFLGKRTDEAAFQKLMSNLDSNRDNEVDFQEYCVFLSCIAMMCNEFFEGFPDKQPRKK
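Test system: S100A4 monomer protein; Medium: HEPES pH 7.2 with CaCl2, KCl, NaCl, DTT, Triton; Probe or stimulus: TAMRA-labelled myosin IIA heavy-chain peptide probe, 5 nM; Doses: one dose per compound; Times: polarization read 5 min after assay mix addition, stable 5–60 min; Benchmarks: neutral control DMSO, positive control TFP.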
Statin myotox sup: suppressors of statin myotoxicity in C2C12 myotubes, primary screen, cell-based, single point, plate reader; rescue of ATP level, % at 7.49 µM; C2C12 myotubes + simvastatin, ATP luminescence, 48 h; scaled: DMSO 0, geranylgeraniol control 100; 0.78% of 330,000 active;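 active means mean ATP rescue above about 67%, or every replicate alone reaching that limit, limit read from the data, passing the limit was not always enough; inconclusive means no clear call, values can overlap the other calls; inactive means mean under the limit and some replicate under it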;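 further: myotubes were challenged with 10 µM simvastatin during compound exposure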
PglD inh: C. jejuni PglD acetyltransferase inhibitors, primary screen, biochemical, DTNB colorimetric, single point; purified PglD enzyme, DTNB colorimetric CoA detection; inhibition, % at 12.5 µM; 0.098% of 360,000 active; in the data active means inhibition above about 16%, passing the limit was not always enough; inconclusive means no clear call, values can overlap the other calls; further: strong numbers were not always called active
ERp5 block: inhibitors of ERp5-driven insulin aggregation, primary screen, biochemical, turbidity, absorbance 650 nm, single point; Protein disulfide-isomerase A6 (Homo sapiens), Q15084; 90 min; inhibition, % at 9.99 µM; 0.05% of 350,000 active; AID 651711, 2012;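 active means mean replicate inhibition above about 25%, with every replicate also reaching it, limit read from the data, passing the limit was not always enough; inconclusive means only one of those two criteria met; inactive means neither criterion met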
Active calls of the source: *; ? = inconclusive; · = not tested or not shown. The list is partial; count on the stated rates, not on these rows.

SMILES	E-sel inducer	SIRT5 inh	DENV2 CPE	S100A4 inh HTS	Statin myotox sup	PglD inh	ERp5 block
C[C@@H](NC(=O)C[C@@H]1CC[C@@H]2[C@H](COC[C@H](O)CN2C(=O)Nc2cc(Cl)cc(Cl)c2)O1)c1ccccc1	0.2	0	10	-1	3	-2	-3
COc1ccc(CN(C)C[C@@H]2Oc3c(NC(=O)C4CCCCC4)cccc3C(=O)N([C@@H](C)CO)C[C@@H]2C)cc1	0.7	-3	-13	-1	-26	1	-3
O=C(O)Cc1csc(-c2ccc(F)cc2)n1	4.7	-1	2	2	3	5	-1
COC(=O)Cc1ccc(NC(=S)NCc2ccco2)cc1	23	-1	-4	-8	2	-3	7
C[C@H]1CN([C@@H](C)CO)C(=O)c2cc(NS(=O)(=O)c3ccccc3)ccc2O[C@H]1CN(C)CC1CCCCC1	-0.2	15	0	-8	-6	1	4
COc1ccc(NC(=O)N(C)C[C@H]2OCCCC[C@@H](C)Oc3ccc(NS(=O)(=O)c4ccc(Cl)cc4)cc3C(=O)N([C@@H](C)CO)C[C@@H]2C)cc1	1.1	5	6	-5	·	0	4
Cc1nn(C2CCS(=O)(=O)C2)c(Cl)c1/C=C/C(=O)OCC(=O)Nc1ccc2c(c1)OCO2 (stereo not given)	·	-5	-1	1	1	-5	2
COc1ccc(NC2CCCN(C(=O)CCc3cccc(F)c3)C2)cc1 (stereo not given)	-0.3	2	4	-8	-5	0	4
O=C(Nc1ccccc1Cl)/C(Cl)=C(\Cl)S(=O)c1ccccc1 (stereo not given)	·	-1	1	2	·	·	0
CC1(C(=O)NS(=O)(=O)c2ccc(F)cc2F)CCN1C(=O)c1ccc(C2CCCCC2)cc1 (stereo not given)	0.1	2	-1	-30	0	3	-5
CN1C(=O)c2cc(NC(=O)C3CCCC3)ccc2OC[C@@H]2O[C@@H](CC(=O)Nc3ccccc3)CC[C@H]21	0.0	-2	-4	-44	-5	-1	-3
CO[C@H]1CN(C)C(=O)c2ccc(NC(C)=O)cc2OC[C@@H](C)N(C(=O)C2CC2)C[C@@H]1C	0.3	5	2	4	1	10	3
COc1ccc(C(=O)NCCc2cc3c(OC)ccc(OC)c3[nH]c2=O)cc1OC	·	0	-4	-4	-7	-6	-3
CC(C)N=C1CC(C)(C)CC(=O)/C1=C(/O)CCCN1C(=O)c2ccccc2C1=O	-0.2	-9	·	-13	-14	5	1
O=C(N[C@H]1CC[C@H](CCNC(=O)c2ccccc2F)O[C@H]1CO)c1ccc2c(c1)OCO2	0.0	7	2	-1	-2	-1	-22
CCCCOc1cc(NCc2ccccc2)c2ncn(C(C)C)c2c1	0.1	·	·	13	10	-5	1
CCCNC(=O)N(C)C[C@@H]1Oc2ncc(C#Cc3ccncc3)cc2C(=O)N([C@@H](C)CO)C[C@@H]1C	2.3	-1	6	-3	5	-2	-2
COc1ccc(NC(=O)C2CC(=O)N(c3ccc(C)cc3)C2)cc1S(=O)(=O)N1CCCCC1 (stereo not given)	0.6	·	-10	-2	0	0	4
COc1ccc(S(=O)(=O)Nc2ccc3c(c2)C(=O)N([C@@H](C)CO)C[C@@H](C)[C@@H](CN(C)S(C)(=O)=O)OCCCC[C@@H](C)O3)cc1	0.3	-4	-16	-5	·	4	-7
CCCCN1Cc2c(nc3cc(-c4ccco4)[nH]n3c2=O)C1=O	·	-9	-5	-3	·	-1	·
CCOc1ccccc1/C=N/n1c(COc2ccccc2)n[nH]c1=S	0.0	2	-1	-5	2	-4	-1
CC(=O)N1N=C(c2ccc(Cl)cc2)OC12CCCC2	13	-6	4	-2	·	·	2
COc1ccc(CCNC(=O)c2cccc(C(=O)NCCc3ccc(OC)cc3)n2)cc1	·	-3	-2	-2	·	1	·
CC(=O)c1cc(CN2CCC(n3nccc3NC(=O)c3ccccc3Cl)CC2)cs1	-0.2	-5	-2	-6	-11	3	4
CN(C)CC(=O)Nc1ccc2c(c1)[C@@H]1C[C@H](CC(=O)N3CCCCC3)O[C@@H](CO)[C@@H]1O2	0.2	-7	3	2	5	-3	-4
N#C[C@H]1[C@H](c2ccccc2C2=CCCCC2)[C@H](CO)N1C(=O)Cc1ccncc1	-0.1	-6	5	9	·	·	-2
C[C@@H]1CN([C@H](C)CO)C(=O)c2cc(NC(=O)Nc3cccc4ccccc34)ccc2O[C@@H](C)CCCCO[C@H]1CN(C)S(=O)(=O)c1cccs1	1.0	·	-16	·	-49	-2	·
Cc1ccc(C2/C=C\CC(NC(=O)OCC3c4ccccc4-c4ccccc43)CC(=O)N2Cc2ccccc2)cc1 (stereo not given)	-0.5	0	3	-1	-5	-6	-5
COc1ccc(OC)c(Nc2cc(C)c3ccccc3n2)c1	8.9	-5	14	-7	-47	2	0
O=C(CSc1ccc(-c2ccccn2)nn1)NCc1ccccc1	3.0	1	-6	1	·	·	4
CC1CCN(CC(O)COC2CC(C)CC(C)(C)C2)CC1 (stereo not given)	0.0	-2	2	-1	2	5	4
CCCN(C(=O)C1CSC2(C)CCC(=O)N12)c1c(N)n(Cc2ccccc2)c(=O)[nH]c1=O (stereo not given)	-3.8	-1	-2	-2	·	·	6
Cc1cc(C)n(C(=O)CN2C(=O)c3ccccc3C2=O)n1	·	11	-8	3	-2	2	-4
O=C(Nc1sc2c(c1C(=O)O)CCC2)c1ccccc1Cl	7.5	2	-3	-3	2	-2	-1
COc1ccc2c3c([nH]c2c1)[C@@H](CO)N(C(=O)c1ccccn1)CC31CCN(C(=O)C2CCCCC2)CC1	0.3	-2	5	5	·	·	4
C[C@H](CO)N1C[C@H](C)[C@@H](CN(C)C(=O)Nc2ccccc2)Oc2ccc(NS(=O)(=O)c3ccccc3)cc2CC1=O	0.0	-1	1	2	-2	4	8
CCN1CCCC1CNC(=O)c1ccc2c(c1)NC(=O)/C(=C\c1ccccc1F)S2 (stereo not given)	0.9	1	-4	-2	-5	-1	10
Cc1ccc(CN2C(=O)C(C)Oc3ccc(C)cc32)cc1 (stereo not given)	-0.1	·	-8	-2	39	1	1
Cc1noc(C)c1NC(=O)N(C)C[C@@H]1OCCCC[C@@H](C)Oc2ccc(NC(=O)Nc3ccc(F)cc3)cc2C(=O)N([C@H](C)CO)C[C@@H]1C	-0.6	0	5	-8	·	0	1
COCC(=O)Nc1ccc2c(c1)[C@H]1C[C@@H](CC(=O)N3CCN(C)CC3)O[C@H](CO)[C@H]1O2	3.3	·	-9	·	-3	2	·

Twelve structures already listed, arranged by length of the SMILES, high to low:
SMILES	E-sel inducer	SIRT5 inh	DENV2 CPE	S100A4 inh HTS	Statin myotox sup	PglD inh	ERp5 block
C[C@@H]1CN([C@H](C)CO)C(=O)c2cc(NC(=O)Nc3cccc4ccccc34)ccc2O[C@@H](C)CCCCO[C@H]1CN(C)S(=O)(=O)c1cccs1	1.0	·	-16	·	-49	-2	·
Cc1noc(C)c1NC(=O)N(C)C[C@@H]1OCCCC[C@@H](C)Oc2ccc(NC(=O)Nc3ccc(F)cc3)cc2C(=O)N([C@H](C)CO)C[C@@H]1C	-0.6	0	5	-8	·	0	1
C[C@H](CO)N1C[C@H](C)[C@@H](CN(C)C(=O)Nc2ccccc2)Oc2ccc(NS(=O)(=O)c3ccccc3)cc2CC1=O	0.0	-1	1	2	-2	4	8
COc1ccc2c3c([nH]c2c1)[C@@H](CO)N(C(=O)c1ccccn1)CC31CCN(C(=O)C2CCCCC2)CC1	0.3	-2	5	5	·	·	4
COCC(=O)Nc1ccc2c(c1)[C@H]1C[C@@H](CC(=O)N3CCN(C)CC3)O[C@H](CO)[C@H]1O2	3.3	·	-9	·	-3	2	·
Cc1ccc(C2/C=C\CC(NC(=O)OCC3c4ccccc4-c4ccccc43)CC(=O)N2Cc2ccccc2)cc1 (stereo not given)	-0.5	0	3	-1	-5	-6	-5
CCCN(C(=O)C1CSC2(C)CCC(=O)N12)c1c(N)n(Cc2ccccc2)c(=O)[nH]c1=O (stereo not given)	-3.8	-1	-2	-2	·	·	6
N#C[C@H]1[C@H](c2ccccc2C2=CCCCC2)[C@H](CO)N1C(=O)Cc1ccncc1	-0.1	-6	5	9	·	·	-2
CCN1CCCC1CNC(=O)c1ccc2c(c1)NC(=O)/C(=C\c1ccccc1F)S2 (stereo not given)	0.9	1	-4	-2	-5	-1	10
Cc1cc(C)n(C(=O)CN2C(=O)c3ccccc3C2=O)n1	·	11	-8	3	-2	2	-4
Cc1ccc(CN2C(=O)C(C)Oc3ccc(C)cc32)cc1 (stereo not given)	-0.1	·	-8	-2	39	1	1
COc1ccc(OC)c(Nc2cc(C)c3ccccc3n2)c1	8.9	-5	14	-7	-47	2	0

Further results.
SMILES	E-sel inducer	SIRT5 inh	DENV2 CPE	S100A4 inh HTS	Statin myotox sup	PglD inh	ERp5 block
CC(C)CC#Cc1cnc2c(c1)C(=O)N([C@@H](C)CO)C[C@@H](C)[C@H](CN(C)S(C)(=O)=O)O2	-0.1	-1	-7	-2	4	0	7
N/N=c1\sc2ccccc2n1-c1ccccc1	·	-3	·	-5	·	2	16
CO[C@H]1CN(C)C(=O)c2ccc(NC(=O)Nc3cc(F)ccc3F)cc2OC[C@@H](C)N(C)C[C@H]1C	0.6	-1	3	24	0	-4	-1
O=C(O)c1cc(NC(=O)c2ccc3c(c2)C(=O)N(Cc2cccnc2)C3=O)cc(C(=O)O)c1	·	2	1	-1	·	2	-11
CCCNC(=O)C1(C)CCN(Cc2ccc(Cl)c(Cl)c2)C1 (stereo not given)	-0.1	-2	5	0	12	6	-6
Cc1cccc2c1NC(=O)C2=O	0.2	·	3	2	-1	-1	-3
CCOc1ccc(CCNC(=O)CCC(=O)N2CCSc3ccccc32)cc1OCC	-0.3	·	6	1	-2	4	3
CCCCc1nnc(NC(=O)CCS(=O)(=O)Cc2ccccc2)s1	-0.7	-4	-10	0	-2	2	4
Cc1ccc(Nc2cc(C)nc3ccc(C)cc23)cc1	2.3	-1	-4	1	-36	3	-1
CC(C)OCCCNC(=O)C(=O)NCCCOC(C)C	3.2	·	·	·	1	3	·
Cn1nc(C(C)(C)C)cc1C(=O)NN1CCOCC1	-0.4	-1	6	-1	1	2	0
O=C(NNC(=S)Nc1ccc(F)cc1)C1CC1c1ccc(Cl)cc1 (stereo not given)	-0.8	-4	7	1	·	·	3
CS(=O)(=O)c1ccccc1C(=O)N1CCN(Cc2ccccc2)CC1	·	·	0	2	-3	-7	-5
COCCNC(=O)C[C@@H]1C[C@H]2c3cc(NS(=O)(=O)c4ccc(F)cc4)ccc3O[C@H]2[C@@H](CO)O1	-0.3	·	3	·	-2	1	·
Cc1noc(C)c1S(=O)(=O)Nc1ccc2c(c1)C(=O)N([C@H](C)CO)C[C@H](C)[C@H](CN(C)C(=O)Nc1ccc(C(F)(F)F)cc1)OCCCC[C@@H](C)O2	0.0	0	?	-20	·	-2	3
Nc1cc(=O)[nH]c(=O)n1CC1CC1	-0.2	·	·	·	-11	1	·
COc1ccc(-c2ccc(CN3C(C(C)C)C(=O)N(Cc4cn(CCC5OCCO5)nn4)CCS3(=O)=O)cc2)cc1 (stereo not given)	0.0	0	·	0	-7	-1	-1
Cc1cccc(NC(=O)CCNC(=O)c2ccc(Br)cc2)c1	-0.1	3	-3	-3	4	-3	2
